# Source: PubChem (several laboratories)
# NadD inh: blocks S. aureus nicotinate mononucleotide adenylyltransferase. purified NadD enzyme, colorimetric absorbance read-out. 0.78% of 360,000 active. inhibition, % at 20 µM; in the data active = inhibition above about 26%; also: some compounds past the cut are filed as inactive
# CSN deneddyl inh: blocks human CSN-mediated cullin deneddylation; AID 651999; Q92905; Purified CSN, SCF-Nedd8-OG deneddylation, fluorescence polarization; inhibition, % at 12.5 µM; 0.38% of 360,000 active;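 active = pattern-corrected inhibition above about 35%, with an unprinted fluorescence ratio check between 0.5 and 1.5, limit read from the data, passing the limit was not always enough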;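 also: 0% = enzyme with substrate and 100% = substrate without enzyme; some results filed as inactive read as strong as hits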
# Target sequence (Q92905 whole entry, looked up, one chain of several): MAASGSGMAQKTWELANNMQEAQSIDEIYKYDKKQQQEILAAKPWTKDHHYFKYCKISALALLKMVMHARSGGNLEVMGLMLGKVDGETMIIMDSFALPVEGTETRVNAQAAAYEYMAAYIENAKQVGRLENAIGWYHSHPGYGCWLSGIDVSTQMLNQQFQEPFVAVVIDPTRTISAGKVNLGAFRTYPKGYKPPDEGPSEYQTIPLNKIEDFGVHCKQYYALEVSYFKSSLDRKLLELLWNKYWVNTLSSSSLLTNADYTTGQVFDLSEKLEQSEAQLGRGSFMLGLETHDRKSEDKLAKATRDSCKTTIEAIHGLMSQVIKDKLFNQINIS
#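 Test system: purified human Csn5 enzyme expressed in HEK293T cells. Amount: 0.24 nM enzyme. Reagent: SCFSkp2-Nedd8OG substrate at 10 nM final. Schedule: 90 min incubation of compound, enzyme and substrate at room temperature. Detection: fluorescence polarization. Read-out: % inhibition of substrate cleavage by Csn5.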
# Tb MetRS inh: blocks T. brucei methionyl-tRNA synthetase activity. purified T. brucei MetRS, ATP depletion, Kinase-Glo luminescence. inhibition, % at 11.9 µM. 0.4% of 360,000 active. AID 624268;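 active = inhibition above a per-plate cutoff of the control wells' mean inhibition plus 3 SD, cut at about 5.5% in these data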;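 also: 0% = DMSO wells median and 100% = median of wells with control inhibitor compound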
#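 Material – parasite MetRS enzyme · Medium – HEPES-MgCl2-KCl buffer plus DTT, spermine, BSA, pyrophosphatase · Reagent – ATP, methionine and E. coli bulk tRNA substrates · Times – 15 min enzyme-compound preincubation, 2 h reaction, 10 min detection, 25 °C · Measured by – luminescence of leftover ATP · Evaluation – percent inhibition relative to median high and low control wells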
# MsrA inh: inhibitors of bovine MsrA; purified bovine MsrA, absorbance read-out; inhibition, % at 15.5 µM; 0.75% of 360,000 active; AID 651718; in the data active = inhibition above about 4.5%;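 also: 0% = vehicle wells with enzyme and 100% = reference inhibitor wells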
# Rpn11 inh: blocks the human proteasome subunit Rpn11 | O00487 | 0.59% of 360,000 active | AID 588493 | calls only at 20 µM | human 26S proteasome, Ub4-pepOG fluorescence polarization; 20S core pre-blocked with epoxomicin;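 active = inhibition at 20 µM, scaled to each plate's controls, above about 33%, limit read from the data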
# Target sequence (O00487 whole entry, looked up): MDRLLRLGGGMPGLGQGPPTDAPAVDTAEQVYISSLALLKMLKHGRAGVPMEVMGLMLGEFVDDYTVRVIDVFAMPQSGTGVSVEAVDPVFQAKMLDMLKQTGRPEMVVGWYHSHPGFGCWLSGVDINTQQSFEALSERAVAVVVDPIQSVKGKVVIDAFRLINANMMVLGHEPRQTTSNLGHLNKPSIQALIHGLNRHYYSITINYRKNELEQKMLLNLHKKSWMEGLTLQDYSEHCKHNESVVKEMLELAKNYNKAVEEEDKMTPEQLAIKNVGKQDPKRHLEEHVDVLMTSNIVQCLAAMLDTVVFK
# SUMO1-SIM PPI: SUMO1-SIM interaction modulation. SUMO1 binding to a labelled peptide, TR-FRET, 1 h. inhibition, % at 20 µM. 0.33% of 360,000 active; in the data active = inhibition above about 37%
# Target sequence (P63165 whole entry, looked up): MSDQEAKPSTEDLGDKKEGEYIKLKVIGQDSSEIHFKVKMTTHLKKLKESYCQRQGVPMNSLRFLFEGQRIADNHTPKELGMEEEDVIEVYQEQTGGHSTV
# LMPTP inh: blocks human LMPTP phosphatase. AID 651560. 0.22% of 360,000 active. P24666. inhibition, % at 20 µM. recombinant LMPTP-A, OMFP fluorogenic substrate, fluorescence intensity;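 active = compounds that cut the enzyme signal by at least half of the control window in the single-dose screen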;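 also: plate controls were DMSO wells with enzyme plus substrate for no effect and substrate without enzyme for full effect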
#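 material = LMPTP-A | quantity = 0.625 nM enzyme | reagent = OMFP substrate, 400 µM final | buffer or medium = Bis-Tris pH 6.0, DTT, detergent | detection = endpoint fluorescence intensity from OMFP dephosphorylation | dosing = single 20 µM dose | read-out basis = % inhibition relative to no-enzyme and uninhibited control wells | control set = no-enzyme and uninhibited controls | timing = 50 min at room temperature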
# DNMT1 inh: DNMT1 (human) enzyme inhibition; P26358; DNMT1 molecular beacon, Hinp1I cleavage, fluorescence; inhibition (reported as % activation of signal), % at 10 µM; 0.83% of 360,000 active; AID 588458; in the data active = inhibition above about 50%
# STEP inh: inhibitors of human striatal-enriched phosphatase STEP | P54829 | recombinant STEP, OMFP fluorogenic substrate, fluorescence | inhibition, % at 20 µM | 0.25% of 360,000 active | AID 588621;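 active = inhibition at 20 µM, scaled per plate between control wells, above about 37%, limit read from the data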;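 also: 0% = DMSO with enzyme and substrate and 100% = substrate only without enzyme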
#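 System: STEP (striatal-enriched tyrosine phosphatase) enzyme, cell-free; medium: Bis-Tris pH 6.0 buffer with DTT, detergent; dosing: 20 µM, 1% DMSO; times: reaction 20 min, ambient temperature; detection: fluorescence, 480/540 nm; read-out basis: normalized % inhibition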
# Scp1 inh: blocks human Scp-1 phosphatase activity. Q9GZU7. Recombinant Scp1, phosphopeptide, malachite green phosphate absorbance. inhibition, % at 20 µM. 0.88% of 340,000 active;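 active = inhibition above about 50% at 20 µM, limit read from the data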;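 also: plate controls were DMSO wells with enzyme for no effect and wells lacking enzyme for full effect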
# Target sequence (Q9GZU7 76-261 limits assumed): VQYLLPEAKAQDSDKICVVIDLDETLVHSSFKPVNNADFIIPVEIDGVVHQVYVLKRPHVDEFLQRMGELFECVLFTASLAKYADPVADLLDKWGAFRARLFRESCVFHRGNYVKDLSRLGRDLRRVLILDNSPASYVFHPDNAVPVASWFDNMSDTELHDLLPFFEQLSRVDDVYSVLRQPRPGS
#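 System: SCP-1 catalytic domain; Reagent: Phospho 17-mer peptide substrate; Doses: one concentration, 20 µM, with 1.0% DMSO; Incubation: 45 min room-temperature reaction, 5 min colour, 30 min stabiliser; Signal: Phosphate-binding colour reagent, absorbance read at 630 nm.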
# * hit, by the source's call; i = inactive; x = no result given; + = active, no number. No enrichment for hits; 3.9% or so of the library scored in one or more.
SMILES,NadD inh,CSN deneddyl inh,Tb MetRS inh,MsrA inh,Rpn11 inh,SUMO1-SIM PPI,LMPTP inh,DNMT1 inh,STEP inh,Scp1 inh
CCCn1c2ccccc2c2cnn(CC(=O)NCCCN3CCCCC3)c(=O)c21,-11,4,-1.0,0.8,i,-3,-0.8,0,-1,-9
NC(=NCCc1ccccc1)NS(=O)(=O)c1cccs1,-1,1,0.4,-0.7,i,0,-0.6,0,1,-7
CC(=Cc1ccccc1)C=C1SC(=S)N(CCCC(=O)Nc2ccc(C(=O)O)cc2)C1=O,29,14,-0.8,0.9,i,-2,61*,10,-1,x
Cn1c(=O)c(C(=O)NCCO)c(O)c2ccccc21,-4,-2,-0.5,0.4,i,-4,-0.1,1,1,-10
CCOc1ccc(NC(=O)C(=O)N/N=C/c2cccnc2)cc1,-2,-2,-0.3,0.8,i,-5,-1.1,0,-2,1
COc1ccccc1NS(=O)(=O)c1cccc(C(=O)N2CCCCCC2)c1,0,-5,-0.4,-1.3,i,0,-0.3,-1,0,-5
Cc1ccc(C(C(=O)NCc2ccco2)N(C(=O)Cc2cccs2)c2cccnc2)cc1 (centres undefined),-1,-1,-0.1,0.0,i,-2,-1.5,3,-3,-5
O=S(=O)(c1ccccc1)N1CCN(Cc2ccccc2)c2ccccc21,1,2,-0.3,1.6,i,-4,1.3,-3,1,-10
CCOc1ccc(-c2ccc(SCC)nn2)cc1,1,1,-0.2,0.6,i,-4,-0.7,-1,4,-7
Cc1ccc(NC(=S)c2nc3ccccc3s2)cc1,-4,0,-0.7,-0.5,i,-2,1.9,-4,1,-13
Cc1ccc(CCP(=O)(O)CN2CCOCC2)cn1,-1,-2,-1.2,-1.3,i,-4,-1.5,1,-2,0
COc1ccc(C(=O)N(c2ccccc2)C2C=CS(=O)(=O)C2)cc1 (centres undefined),-3,2,-0.6,-1.0,i,23,-1.9,2,1,0

# Shown field by field: entries from further up.
CC(=Cc1ccccc1)C=C1SC(=S)N(CCCC(=O)Nc2ccc(C(=O)O)cc2)C1=O
  NadD inh = 29; CSN deneddyl inh = 14; Tb MetRS inh = -0.8; MsrA inh = 0.9; Rpn11 inh = i; SUMO1-SIM PPI = -2; LMPTP inh = 61*; DNMT1 inh = 10; STEP inh = -1; Scp1 inh = x
CCOc1ccc(-c2ccc(SCC)nn2)cc1
  NadD inh = 1; CSN deneddyl inh = 1; Tb MetRS inh = -0.2; MsrA inh = 0.6; Rpn11 inh = i; SUMO1-SIM PPI = -4; LMPTP inh = -0.7; DNMT1 inh = -1; STEP inh = 4; Scp1 inh = -7

# Next section.
SMILES,NadD inh,CSN deneddyl inh,Tb MetRS inh,MsrA inh,Rpn11 inh,SUMO1-SIM PPI,LMPTP inh,DNMT1 inh,STEP inh,Scp1 inh
Cc1cnc(NC(=O)C2(c3ccccc3)CC2)s1,-3,-5,0.4,-0.5,i,0,0.0,2,2,-4
COc1ccc(S(=O)(=O)CCC(=O)N2CCN(c3ccc(C(C)=O)cc3)CC2)cc1,5,-7,0.1,4.7*,i,-3,0.5,1,1,-2
CC1(C)OC(=O)N(CCc2ccccc2)C1(C)O (centres undefined),-1,5,0.1,0.0,i,-2,-1.5,2,-1,-2
Cc1ccc(F)c(S(=O)(=O)NC(=O)C2(C)CCN2C(=O)CCc2cccs2)c1 (centres undefined),-3,-2,-0.2,0.7,i,5,-1.5,0,-1,x
CCCCCCSC1=C(C#N)C(=O)NC2(CCCCC2)S1,6,2,-0.1,5.2*,i,2,-1.0,-4,-3,-1
Cn1nc(C(=O)NNC(=O)c2cccc(Cl)c2)ccc1=O,-3,-4,-0.3,0.7,i,-8,-1.6,-4,-1,-3
COc1cccc(OC)c1C(=O)Nc1ccccc1Sc1ccccc1,-4,-3,3.3,0.0,i,-3,3.1,-1,0,-16
OC(c1ccc(F)cc1)c1ncc(-c2ccc3ccccc3c2)[nH]1 (centres undefined),3,2,0.9,0.1,i,-16,0.1,-1,1,x
N=c1c2c3c(sc2ncn1CCN1CCOCC1)CCCC3,2,1,-0.7,0.3,i,-2,-1.1,-2,0,-7
COC1CCCN(C(=O)c2cccc(OC3CCN(S(=O)(=O)N(C)C)CC3)c2)C1 (centres undefined),2,-4,-0.2,-0.1,i,-6,-1.3,1,-5,1
COc1ccc(-c2nn(-c3ccccc3)cc2/C=C/C(=O)NCCCn2ccnc2)cc1OC,19,5,-0.4,0.6,i,-19,-3.8,-5,8,-6
COC(=O)C1(C(F)(F)F)N=C2Sc3ccccc3N2C(N2CCOCC2)=N1 (centres undefined),-6,-3,0.3,-0.3,i,0,-1.0,-4,4,-14
CCN(C(=O)c1cc([N+](=O)[O-])ccc1NCc1cccnc1)c1ccccc1,0,0,0.4,1.0,i,-22,2.1,2,0,9
C=C(C)c1cccc(C(C)(C)NC(=O)Nc2cc(C)ccc2OC)c1,-1,-4,-0.8,-0.1,i,-2,-0.1,-1,4,-5
O=C(N/N=C/c1ccco1)c1ccc(NC(=O)c2ccc(Cl)cc2)cc1,15,0,-0.2,2.4,+,5,63*,36,10,77*
Cc1nn(C)c(Cl)c1C(=O)NCC(=O)Nc1ccc(C(C)C)cc1,-8,-1,-0.8,0.1,i,-2,-0.3,1,0,-5
CN(CC(=O)Nc1ccc(F)c(F)c1F)C(=O)C1(c2ccccc2)CC1,-6,-1,-0.1,1.3,i,-1,-2.7,-4,1,x
CCOc1ccc(N=C2NC(=O)S/C2=C\c2ccc(Cl)cc2)cc1,1,-6,-2.1,0.3,i,-4,47,84*,51*,112*
Cc1onc(-c2c(F)cccc2Cl)c1C(=O)OCC(=O)c1c[nH]c2ccccc12,-11,0,0.7,2.9,+,12,5.3,-7,1,-18
COC(=O)N1CCc2c(sc(NC(=O)C3COc4ccccc4O3)c2C(N)=O)C1 (centres undefined),2,-2,-0.3,-1.0,i,-4,0.8,-3,7,-1
Cc1noc(C)c1C(=O)OCC(=O)Nc1ncc(C(F)(F)F)cc1Cl,-2,-1,0.2,2.0,i,7,2.1,2,3,-4
COc1ccc(CCNC(=O)Cn2cccc2C(=O)c2ccccc2C)cc1OC,-4,2,-1.3,0.9,i,-1,0.3,-7,2,3
Cc1ccccc1OCC(=O)NNC(=O)C1CCN(c2ncnc3sc(C)c(C)c23)CC1,4,-1,-0.5,2.8,i,7,0.6,2,1,-8
Cc1ccc(C2=NS(=O)(=O)N(C)C(C(=O)NCc3ccc(F)cc3)=C2)cc1,-12,-2,9.8*,1.9,i,-25,1.4,-2,-1,-17
Cc1c(C(=O)NCCN(C)C)oc2ccc(S(=O)(=O)N3CCCC3)cc12,0,-2,-0.2,-1.2,i,1,-7.5,0,8,-2
N#Cc1ccsc1NC(=O)CN1CCCCCC1,6,-7,0.0,1.3,i,0,2.7,3,0,-10
CCOc1ccc(NC(=O)c2cccc3ccccc23)cc1,-6,2,-0.1,0.7,i,-6,0.6,1,0,-5
Cc1nc2ccc(Br)cn2c1NC(C)(C)C,-6,-5,-0.6,0.7,i,3,-1.2,-2,-3,-7
COC(=O)c1sccc1NC(=O)/C=C/c1ccc(Cl)cc1,-1,-1,0.0,0.9,i,2,-0.5,2,3,-6
Cc1ccc(NC(=O)c2ncn(CCCNCCCc3ccccc3)n2)cc1C,-3,-5,-0.2,-0.9,i,8,-1.0,4,2,8
O=C(O)c1nccnc1C(=O)Nc1ccc(S(=O)(=O)N2CCOCC2)cc1,1,1,0.4,0.7,i,1,-0.6,-3,-1,-4
CC1(C)NC(=O)N(CC(O)COc2ccccc2C(=O)Nc2ccccc2)C1=O (centres undefined),5,4,0.5,0.7,i,5,-0.4,-3,1,-4
COc1ccc(C(=O)NCCc2nnc(SCc3nc4ccccc4c(=O)[nH]3)n2C)cc1,-6,0,0.2,-0.3,i,1,-1.9,1,0,-2
Cc1cc(C(=O)CSc2nnc(N)s2)c(C)n1CCc1ccc(Cl)cc1,6,-4,0.8,0.5,i,4,1.4,-3,5,-8
O=C1c2ccccc2C(=O)N1CCCCN(C(=O)c1cccc([N+](=O)[O-])c1)c1ccc(Cl)cc1,0,-6,0.0,1.1,i,-9,5.9,-5,1,-11
COc1ccc(NC(=O)CN2CCC(C)CC2)cc1,-7,0,-0.8,0.6,i,-1,-0.4,5,1,-6
CCN1CCN(c2cc(N3CCc4ccccc4C3)c(F)cc2[N+](=O)[O-])CC1,-9,-1,-0.8,-0.8,i,-25,1.0,-11,4,-3
COc1ccc(S(=O)(=O)n2nc(OC(=O)c3ccc(C)cc3)cc2N)cc1,-7,14,0.6,-2.3,i,-3,2.6,4,0,-13
CCOC(=O)CSc1nc2cc(C(=O)N3CCC(C(N)=O)CC3)ccc2c(=O)n1-c1ccccc1,2,4,-0.6,x,i,1,-0.8,0,-6,-1
Cc1ccc(CCC(=O)Nc2nccs2)o1,8,0,-0.7,0.3,i,2,-1.1,0,0,-3
Cc1cc(NC(=O)COC(=O)c2ccc(NS(=O)(=O)c3ccc(C)c(C)c3)cc2)no1,0,-2,-0.5,-0.9,i,1,-0.3,-4,1,-21

# Gathered by group: the compounds so far containing a thiophene ring, fused or not
SMILES,NadD inh,CSN deneddyl inh,Tb MetRS inh,MsrA inh,Rpn11 inh,SUMO1-SIM PPI,LMPTP inh,DNMT1 inh,STEP inh,Scp1 inh
NC(=NCCc1ccccc1)NS(=O)(=O)c1cccs1,-1,1,0.4,-0.7,i,0,-0.6,0,1,-7
Cc1ccc(C(C(=O)NCc2ccco2)N(C(=O)Cc2cccs2)c2cccnc2)cc1 (centres undefined),-1,-1,-0.1,0.0,i,-2,-1.5,3,-3,-5
Cc1ccc(F)c(S(=O)(=O)NC(=O)C2(C)CCN2C(=O)CCc2cccs2)c1 (centres undefined),-3,-2,-0.2,0.7,i,5,-1.5,0,-1,x
N=c1c2c3c(sc2ncn1CCN1CCOCC1)CCCC3,2,1,-0.7,0.3,i,-2,-1.1,-2,0,-7
COC(=O)N1CCc2c(sc(NC(=O)C3COc4ccccc4O3)c2C(N)=O)C1 (centres undefined),2,-2,-0.3,-1.0,i,-4,0.8,-3,7,-1
Cc1ccccc1OCC(=O)NNC(=O)C1CCN(c2ncnc3sc(C)c(C)c23)CC1,4,-1,-0.5,2.8,i,7,0.6,2,1,-8
N#Cc1ccsc1NC(=O)CN1CCCCCC1,6,-7,0.0,1.3,i,0,2.7,3,0,-10
COC(=O)c1sccc1NC(=O)/C=C/c1ccc(Cl)cc1,-1,-1,0.0,0.9,i,2,-0.5,2,3,-6
